# High-throughput results deposited in PubChem by several laboratories.
# FadD28 FP inh: blocks FadD28 binding to the bisubstrate probe | fluorescence polarization | 360,000 compounds, 0.22% hits | inhibition, % at 12.5 µM; in the data active means inhibition above about 8.5%, passing the limit was not always enough; inconclusive means no clear call, values can overlap the other calls
# Mtb BioA inh: BioA (M. tuberculosis) enzyme inhibition; purified M. tuberculosis BioA enzyme, plate reader; inhibition, % at 9.99 µM; 360,000 compounds, 0.096% hits; AID 602481; in the data active means inhibition above about 40%; inconclusive means no clear call, values can overlap the other calls
# Yp Topo-I inh: Y. pestis Topo-I inhibition via cleavage products. activity, % at 10 µM. Y. pestis Topo-I cleavage product accumulation, plate reader. 360,000 compounds, 0.064% hits; in the data active means activity above about 50%, passing the limit was not always enough; inconclusive means no clear call, values can overlap the other calls; further: inactives centre near 2
# GDH-TPI counter: GDH-TPI coupled enzyme inhibition counter-screen. GDH-TPI coupled enzyme counterscreen, NADH absorbance. inhibition, % at 4.8 µM. 360,000 compounds, 1.2% hits; in the data active means inhibition above about 30%;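 further: 0% = DMSO wells and 100% = wells lacking the enzyme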
# UGM FP inh: inhibitors of M. tuberculosis UDP-galactopyranose mutase; purified UGM, fluorescence polarization probe displacement; P9WIQ1; inhibition, % at 10 µM; AID 504406; 320,000 compounds, 0.06% hits; in the data active means inhibition above about 10%, passing the limit was not always enough; inconclusive means no clear call, values can overlap the other calls
# BH1578 lux ind: inducers of Vibrio cholerae quorum light production without autoinducers | AID 588436 | 350,000 compounds, 0.16% hits | activation, % at 18.7 µM | V. cholerae BH1578 lux reporter, luminescence, 6 h; in the data active means activation mostly above about 9.7%, no sharp cut-off; inconclusive means no clear call, values can overlap the other calls; inactive means mostly below about 3.7%; further: not every result past the cut was called active; inactives centre near 0; reference of the scale not given here
# TcdB inh: TcdB glycohydrolase inhibition; inhibition, % at 9.99 µM; AID 652162; 350,000 compounds, 0.24% hits; TcdB glycohydrolase enzymatic assay, plate reader; P18177; in the data active means inhibition above about 10%
# Target sequence (P18177 whole entry, looked up): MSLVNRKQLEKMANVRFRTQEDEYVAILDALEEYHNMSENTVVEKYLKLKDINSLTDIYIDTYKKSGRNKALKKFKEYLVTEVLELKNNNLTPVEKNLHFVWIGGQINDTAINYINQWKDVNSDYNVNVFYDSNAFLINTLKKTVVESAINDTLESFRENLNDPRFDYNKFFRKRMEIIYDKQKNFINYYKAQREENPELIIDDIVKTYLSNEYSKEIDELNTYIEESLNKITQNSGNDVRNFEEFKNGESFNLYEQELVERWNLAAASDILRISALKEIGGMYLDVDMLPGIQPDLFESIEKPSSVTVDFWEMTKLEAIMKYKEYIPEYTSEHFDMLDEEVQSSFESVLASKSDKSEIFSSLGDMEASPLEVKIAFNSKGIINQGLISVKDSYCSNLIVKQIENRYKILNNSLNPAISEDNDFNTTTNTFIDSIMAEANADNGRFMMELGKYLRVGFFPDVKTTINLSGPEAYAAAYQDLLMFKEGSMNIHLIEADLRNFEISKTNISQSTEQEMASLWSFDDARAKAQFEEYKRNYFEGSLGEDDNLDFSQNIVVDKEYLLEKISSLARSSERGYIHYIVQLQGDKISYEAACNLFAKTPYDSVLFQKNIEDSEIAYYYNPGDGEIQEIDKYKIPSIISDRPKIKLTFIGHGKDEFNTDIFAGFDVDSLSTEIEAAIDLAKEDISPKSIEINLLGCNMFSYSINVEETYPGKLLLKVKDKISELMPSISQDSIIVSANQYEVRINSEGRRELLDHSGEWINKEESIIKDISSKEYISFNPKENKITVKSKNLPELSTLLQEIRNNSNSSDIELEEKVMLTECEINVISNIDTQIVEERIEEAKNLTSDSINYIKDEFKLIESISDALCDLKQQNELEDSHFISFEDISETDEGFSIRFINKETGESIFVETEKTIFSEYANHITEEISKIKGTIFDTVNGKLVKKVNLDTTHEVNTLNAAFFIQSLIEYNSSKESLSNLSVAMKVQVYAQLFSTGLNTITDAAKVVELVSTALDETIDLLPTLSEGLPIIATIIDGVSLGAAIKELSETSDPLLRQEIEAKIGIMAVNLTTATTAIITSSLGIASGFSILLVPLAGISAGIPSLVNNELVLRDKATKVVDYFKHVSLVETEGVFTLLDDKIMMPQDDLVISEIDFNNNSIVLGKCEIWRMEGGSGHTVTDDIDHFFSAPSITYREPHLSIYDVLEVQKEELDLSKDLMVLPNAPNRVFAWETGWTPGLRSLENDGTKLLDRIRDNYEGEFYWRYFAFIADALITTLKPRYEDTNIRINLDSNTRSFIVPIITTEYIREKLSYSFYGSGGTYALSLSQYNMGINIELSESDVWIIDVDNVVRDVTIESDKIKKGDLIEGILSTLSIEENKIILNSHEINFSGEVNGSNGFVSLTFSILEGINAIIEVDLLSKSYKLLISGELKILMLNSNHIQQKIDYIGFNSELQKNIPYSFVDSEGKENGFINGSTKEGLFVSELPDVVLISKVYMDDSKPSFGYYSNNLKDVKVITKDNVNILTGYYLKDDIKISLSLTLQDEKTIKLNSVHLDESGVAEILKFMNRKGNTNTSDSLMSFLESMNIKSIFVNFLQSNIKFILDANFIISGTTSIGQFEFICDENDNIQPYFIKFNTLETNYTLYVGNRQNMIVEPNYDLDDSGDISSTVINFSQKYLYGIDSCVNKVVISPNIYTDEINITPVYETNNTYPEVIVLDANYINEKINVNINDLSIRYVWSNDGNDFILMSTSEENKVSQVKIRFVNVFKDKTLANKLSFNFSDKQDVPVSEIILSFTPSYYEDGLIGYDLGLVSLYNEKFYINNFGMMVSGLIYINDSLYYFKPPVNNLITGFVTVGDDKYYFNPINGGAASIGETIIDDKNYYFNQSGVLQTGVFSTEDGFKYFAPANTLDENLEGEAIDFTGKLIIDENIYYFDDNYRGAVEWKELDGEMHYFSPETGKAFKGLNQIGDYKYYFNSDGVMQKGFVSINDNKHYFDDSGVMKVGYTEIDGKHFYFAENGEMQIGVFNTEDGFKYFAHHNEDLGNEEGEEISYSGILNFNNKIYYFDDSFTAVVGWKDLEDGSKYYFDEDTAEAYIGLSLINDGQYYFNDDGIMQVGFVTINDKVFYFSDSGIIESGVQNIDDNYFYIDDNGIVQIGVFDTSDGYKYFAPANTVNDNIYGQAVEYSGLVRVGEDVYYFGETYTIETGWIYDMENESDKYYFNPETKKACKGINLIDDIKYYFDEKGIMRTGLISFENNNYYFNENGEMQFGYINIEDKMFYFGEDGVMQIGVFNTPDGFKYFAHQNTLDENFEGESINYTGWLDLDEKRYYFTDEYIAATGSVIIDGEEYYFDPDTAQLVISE
# PfHsp40 rescue: rescue of PfHsp40-mediated yeast toxicity | AID 504582 | 340,000 compounds, 0.68% hits | S. cerevisiae expressing PfHsp40, growth rescue, ATP luminescence | growth rescue, % at 12.5 µM; in the data active means growth rescue above about 28%, passing the limit was not always enough; inconclusive means no clear call, values can overlap the other calls;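 further: yeast W303a lacking pdr1 and pdr3 grown in galactose medium; growth measured after three days at 30 °C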
# Mtb FBA inh: Mtb fructose-bisphosphate aldolase inhibition | P9WQA3 | purified M. tuberculosis FBA, fluorescence read-out | inhibition, % at 1 µM | 360,000 compounds, 2.3% hits | AID 588726; in the data active means inhibition above about 27%;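 further: 0% = vehicle and 100% = reference inhibitor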
# An asterisk follows results filed as active; i = inactive; ? = inconclusive; . = not tested or not shown; + = active, no number.
SMILES	FadD28 FP inh	Mtb BioA inh	Yp Topo-I inh	GDH-TPI counter	UGM FP inh	BH1578 lux ind	TcdB inh	PfHsp40 rescue	Mtb FBA inh
COCCn1nnnc1CN(Cc1ccco1)Cc1cc2cc3c(cc2[nH]c1=O)OCO3	0.6	-1.1	1.8	22.4	1.2	-0.4	.	-0.4	47.7*
O=C(NNC(=S)Nc1ccccc1)c1cc(Br)ccc1Cl	0.9	1.2	11.3	-3.2	-0.1	i	0.5	?	2.9
Oc1ccccc1CN1CCCN(Cc2ccccc2O)C1	0.5	1.4	2.6	3.7	3.7	i	.	-0.5	1.2
CC(C)c1nc2c([nH]1)c(=O)n(C)c(=O)n2C	-4.1	.	7.4	1.1	-0.7	i	0.9	1.4	-0.3
COC(=O)c1c(-c2ccccc2)csc1NC(=O)c1c(-c2ccccc2)noc1C	-1.4	3.7	26.6	19.8	.	-0.2	0.8	3.3	0.7
O=C(NCc1n[nH]c(=S)n1-c1ccc(Cl)c(Cl)c1)c1ccco1	-1.1	0.0	9.9	-5.3	-1.6	-9.2	-4.8	-0.9	4.7
CC(=O)Nc1c(Nc2ccccc2)c2ccccc2oc1=O	-2.1	.	-7.0	3.8	0.5	i	1.3	0.2	-9.1
CCN(Cc1ccncc1)Cc1c(O)ccc2ccccc12	-5.1	-2.6	-11.7	-2.4	.	5.8	0.1	2.0	10.0
CCN(Cc1ccccc1OC)CC1CCCN(CCc2cccc(OC)c2)C1 (stereo not drawn)	-1.9	1.4	8.7	5.7	-0.7	i	1.0	0.5	0.2
O=C(Nc1cccnc1)c1ccc(COc2ccccc2Br)cc1	0.3	3.3	27.2	-1.1	1.8	i	2.0	-0.3	-2.0
Cc1cccc(N2CCN(C(=O)c3cccc(N4C(=O)C5C6C=CC(C6)C5C4=O)c3)CC2C)c1 (stereo not drawn)	-2.5	-3.5	-3.5	-4.2	1.3	-0.4	1.4	-0.7	-2.9
Cc1nc(Nc2ccccc2)sc1C(=O)c1ccccc1	-2.9	-0.5	-2.3	6.1	-3.8	-0.6	1.7	-0.5	1.4
COCCn1c(SCc2ccc(F)cc2)nc2ccccc2c1=O	-2.6	1.8	27.3	0.7	0.0	3.6	2.4	1.1	-0.8
FC(F)(F)c1cccc(NC(=S)N2CCCC2)c1	-3.4	-0.6	6.2	-2.5	1.0	-0.6	.	-0.3	0.7
Cc1cccc(-c2ncc(CN3CCN(CC(C)C)C(CCO)C3)cn2)c1 (stereo not drawn)	-2.7	1.2	-8.1	3.1	0.9	4.2	0.1	-0.6	-7.4

# Another view of some results above:
FC(F)(F)c1cccc(NC(=S)N2CCCC2)c1
  FadD28 FP inh: -3.4 | Mtb BioA inh: -0.6 | Yp Topo-I inh: 6.2 | GDH-TPI counter: -2.5 | UGM FP inh: 1.0 | BH1578 lux ind: -0.6 | TcdB inh: . | PfHsp40 rescue: -0.3 | Mtb FBA inh: 0.7

Cc1cccc(-c2ncc(CN3CCN(CC(C)C)C(CCO)C3)cn2)c1 (stereo not drawn)
  FadD28 FP inh: -2.7 | Mtb BioA inh: 1.2 | Yp Topo-I inh: -8.1 | GDH-TPI counter: 3.1 | UGM FP inh: 0.9 | BH1578 lux ind: 4.2 | TcdB inh: 0.1 | PfHsp40 rescue: -0.6 | Mtb FBA inh: -7.4

# (cont.)
SMILES	FadD28 FP inh	Mtb BioA inh	Yp Topo-I inh	GDH-TPI counter	UGM FP inh	BH1578 lux ind	TcdB inh	PfHsp40 rescue	Mtb FBA inh
COc1cc(/C=N/NC(=O)C2CCN(CC(O)COCc3ccccc3)CC2)cc(OC)c1OC (stereo not drawn)	0.8	0.0	-6.9	20.7	-0.9	i	1.7	0.1	1.4
CN1C(=O)C2(Nc3ccccc3-c3nc4ccccc4n32)c2ccccc21 (stereo not drawn)	-5.0	5.3	0.3	11.7	-0.6	i	.	2.1	2.0
COc1ccc(CNC(=O)C2CCN(c3nc(OC)nc(OC)n3)CC2)cc1	-0.3	-3.1	-3.1	2.8	-0.1	-0.4	.	-0.2	0.3
Nc1c(N(Cc2ccccc2)C(=O)COc2cccc(Cl)c2)c(=O)[nH]c(=O)n1Cc1ccccc1	-0.8	.	25.9	4.6	2.1	i	-0.7	-0.3	-2.6
CSc1ccccc1NC(=S)Nc1cccc(C(F)(F)F)c1	-5.1	-1.6	2.2	8.6	0.0	-0.3	.	1.0	4.0
COc1ccc(CCNC(=O)Nc2cc(F)c(F)cc2Cl)cc1OC	-1.5	-3.1	3.2	-4.3	1.3	i	1.4	1.1	0.9
Cc1ccc(NS(=O)(=O)N2CCCCC2)cc1	-1.1	.	0.9	7.8	.	.	0.6	1.1	0.2
Cn1c(SCC(=O)NCc2ccc3c(c2)OCO3)nnc1-c1c[nH]c2ccccc12	-2.4	-0.1	-1.3	8.9	2.1	i	1.7	-0.6	1.8
CCCCCCOC(=O)Cc1c(C)nc(-c2ccccc2)[nH]c1=O	-2.1	-0.8	-5.1	11.8	1.6	.	.	0.1	1.9
C=CCn1c(SCc2nc3ccccc3c(=O)[nH]2)nc2ccccc2c1=O	-5.2	.	0.4	-0.6	-0.7	0.3	.	1.0	-4.9
Cc1ccccc1N1C(=O)C2C3C=CC(C2C1=O)N(C)C3=O (stereo not drawn)	-3.3	-1.4	5.1	4.1	-1.3	-0.6	.	-1.0	-1.0
CCOc1ccc(Cl)cc1CNCCc1ccc(F)cc1	-3.4	.	7.3	-6.5	1.7	0.4	1.0	-0.8	2.5
O=C(COC(=O)c1cccs1)NCCCc1ccccc1	-3.1	.	2.3	2.5	-1.9	i	-1.8	0.0	1.3
CN/C(=C\[N+](=O)[O-])NCCSCc1ccc(CN(C)C)o1	-0.9	-1.0	-0.3	15.0	1.0	-7.4	-0.2	0.0	3.3
COCCn1c(=O)[nH]c2cc(C(=O)NCCc3ccc(S(N)(=O)=O)cc3)ccc2c1=O	-2.8	.	-4.4	6.9	1.9	-0.8	1.7	-0.8	4.9
COc1ccc(C(O)c2ncc(-c3cccc(OC)c3)[nH]2)cc1 (stereo not drawn)	-3.5	0.7	-8.9	-2.6	.	3.3	0.6	.	-2.4
CCOC(=O)Cc1c(Sc2ccccc2)c2cc(C)ccc2n1C	-2.2	1.5	23.4	4.4	-0.3	i	0.2	3.6	-4.1
O=C(O)/C=C/C(=O)c1c(-c2ccccc2)[nH]c2ccccc12	0.1	4.4	5.3	12.0	0.9	-0.8	1.1	-2.0	-2.0
CCCCCC(=O)N1C[C@H](n2cc(-c3ccc(F)cc3)nn2)[C@@H](O)C[C@@H]1c1ccc(Cl)cc1	-1.9	-0.1	18.0	0.0	.	-0.4	-0.6	.	0.2
CCn1c(NC(C)=O)nc2ccccc21	-2.8	.	-5.4	2.5	-2.7	-0.6	.	0.8	-2.9
Cc1cccn2c(=O)c3cc(C(=O)NCc4ccco4)c(=N)n(CCOCCO)c3nc12	-0.5	-1.4	-3.5	16.4	-1.8	.	.	0.1	+
Cc1ccc(C)c(N2CCN(C(=O)CCc3nc(-c4ccccc4F)no3)CC2)c1	0.2	7.2	35.2	-4.2	.	-1.1	0.9	-0.6	1.0
Cc1ccc(S(=O)(=O)NC(C)C(c2cccs2)N2CCOCC2)cc1 (stereo not drawn)	-1.3	0.9	8.2	-4.0	-3.7	-0.6	1.5	0.4	0.4
CCC(=O)Nc1ccc(C(=O)N/N=C/c2cccnc2)cc1	-5.4	4.9	-0.1	3.4	-1.3	-0.4	.	0.2	-0.3
Nc1ccc(Cl)c(S(=O)(=O)Nc2ccccc2Cl)c1	2.3	-1.6	-6.5	29.3	-3.4	-0.3	1.9	0.2	-1.2
Cn1c(O)c(C=Nc2ccccc2-c2ccccc2)c(=O)n(C)c1=O	-2.0	.	-1.5	-5.6	2.5	-0.6	0.2	-0.4	-0.6
Cc1nc(COc2ccc(C(=O)NCc3ccccc3CN3CCCCC3)cc2)cs1	-0.1	-1.1	5.5	8.2	-1.6	i	0.0	1.3	0.1
CCOc1ccc(CCNC(=O)CN2CCN(Cc3ccccc3F)C2=O)cc1OCC	-1.6	0.5	2.0	-7.3	2.3	-0.3	.	0.3	-4.7
Cc1cccc(C(=O)N[C@H](C(=O)Nc2nc3ccccc3[nH]2)C(C)C)c1	-0.2	.	0.3	-4.1	4.0	-0.2	3.4	-0.3	-2.4
CCOC(=O)c1cc(CC)sc1NC(=O)C1CC(=O)NN1Cc1ccccc1 (stereo not drawn)	-4.8	.	-3.0	-5.5	3.1	-2.0	-0.8	0.3	-0.3
Cc1nn(C)c(C)c1/C=C1/CC2C3CC=C4CC(O)CCC4(C)C3CCC2(C)C1=O (stereo not drawn)	-2.3	-0.3	19.8	4.6	2.5	i	.	8.5	-1.7
O=S(=O)(CCN1CCOCC1)c1ccc(Oc2ccc(S(=O)(=O)CCN3CCOCC3)cc2)cc1	-1.2	0.2	-3.3	3.5	0.1	0.7	0.9	-0.6	2.3
C/C(N)=C(/C#N)C(=O)COC(=O)CCS(=O)(=O)c1ccccc1	1.6	-1.3	11.1	-14.7	1.6	1.3	.	-1.3	6.4
C[C@@]12C(=O)N(Cc3ccc(-c4ccccc4)cc3)CC(=O)N1[C@H](/C=C/c1ccccc1)[C@@H]1C(=O)N(c3ccccc3)C(=O)[C@@H]12	-1.2	-0.1	-2.2	10.0	5.7	-0.9	0.9	1.1	3.9
CC(C)COc1ccc(C(=O)OCCN2CCOCC2)cc1	-0.8	2.7	16.4	-3.4	.	i	.	-0.5	1.2
CCCC(=O)Nc1nnc(S(=O)(=O)N(CC)c2ccccc2)s1	0.8	.	-3.0	-5.2	-0.7	-0.8	0.0	0.8	-2.1
Cc1cc(Cl)ccc1OCCCC(=O)N1CCCCC1	-1.6	0.8	22.1	-2.6	-1.4	-0.8	.	1.5	6.0
O=C(CCC(=O)OCCCC(F)(F)C(F)(F)F)NC1CCCCC1	-1.1	1.2	-8.3	-0.3	1.0	-0.6	0.9	0.2	-1.8
CCc1ccc(S(=O)(=O)Nc2c(NC3CCCCC3)c3ccccc3oc2=O)cc1	-2.6	-0.4	23.8	-3.5	0.7	-0.2	.	-0.1	11.6
COc1ccc(-c2nc3nc(N)nn3cc2C)cc1F	0.9	6.4	3.3	0.0	-0.3	-0.1	-0.2	-0.9	27.8*
Cc1ccc(-n2c(C)cc(C(=O)CN3C(=O)C(=O)N(C4CCCC4)C3=O)c2C)cc1	-0.5	.	29.4	5.0	1.2	i	-1.4	0.2	4.3
COc1ccc(NC(=O)c2csc3c2CCCC3)cc1	-1.1	.	-3.6	-1.2	3.5	-0.2	1.7	-0.2	-2.1
CC1(C)CC(=O)C2=C(C1)N(c1ccccc1)C(=O)C(C(=O)OCc1ccccc1)C2 (stereo not drawn)	-3.1	1.6	16.3	-5.2	.	i	0.3	1.7	0.2
COc1ccc(Cl)cc1NC(=O)c1cnc2n(c1=O)CCS2	0.1	-2.8	-3.6	2.4	1.9	-0.3	1.2	-0.6	5.2
CCC(=O)N1CCN(c2ccc(NC(=O)c3ccco3)cc2)CC1	-1.1	0.6	-5.1	7.5	0.9	i	.	?	8.4
CCOc1ccc(C2/C(=C(\O)c3ccc4c(c3)OCCO4)C(=O)C(=O)N2Cc2cccnc2)cc1OCC (stereo not drawn)	-4.0	.	-5.2	1.7	2.5	4.2	6.5	1.8	-2.6
COc1ccc(NS(=O)(=O)c2ccc3c(c2)CCC(=O)N3)c(OC)c1	-1.4	1.4	-3.8	4.4	-0.1	-0.2	0.3	0.2	-2.0
CN(Cc1ccccc1F)c1nc(-c2cccnc2)nc2ccccc12	0.7	0.4	48.2	10.3	-0.3	-0.5	0.1	1.1	-2.9
CCNC(=S)N(CCc1c(C)[nH]c2ccc(F)cc12)Cc1cccnc1	-0.8	3.5	-1.6	2.8	0.0	i	-1.0	1.3	-2.0
CCc1nccn1S(=O)(=O)c1ccc2ccc(C)cc2c1	-3.1	-2.1	-1.0	3.7	0.3	-0.5	.	-0.2	-3.6
O=C(Cc1ccccc1)N1CCc2[nH]nc(-c3ccccc3)c2C1	-1.9	2.7	7.5	4.3	-0.9	-10.0	1.5	0.7	2.9
Cc1ccc(COc2ccc(-c3nnco3)cc2)cc1	1.6	0.5	-0.5	3.9	-1.9	-0.5	-0.2	4.1	3.2
